STEP inh: STEP phosphatase inhibitors, primary screen, biochemical, fluorescence intensity, uHTS; AID 588621, 2011; recombinant STEP, OMFP fluorogenic substrate; hit rate 0.25% among 360,000; inhibition, % at 20 µM;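 active means inhibition at 20 µM, scaled per plate between control wells, above about 37%, limit read from the data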;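 further: 0% = DMSO with enzyme and substrate and 100% = substrate only without enzyme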
Target sequence (P54829 whole entry, looked up): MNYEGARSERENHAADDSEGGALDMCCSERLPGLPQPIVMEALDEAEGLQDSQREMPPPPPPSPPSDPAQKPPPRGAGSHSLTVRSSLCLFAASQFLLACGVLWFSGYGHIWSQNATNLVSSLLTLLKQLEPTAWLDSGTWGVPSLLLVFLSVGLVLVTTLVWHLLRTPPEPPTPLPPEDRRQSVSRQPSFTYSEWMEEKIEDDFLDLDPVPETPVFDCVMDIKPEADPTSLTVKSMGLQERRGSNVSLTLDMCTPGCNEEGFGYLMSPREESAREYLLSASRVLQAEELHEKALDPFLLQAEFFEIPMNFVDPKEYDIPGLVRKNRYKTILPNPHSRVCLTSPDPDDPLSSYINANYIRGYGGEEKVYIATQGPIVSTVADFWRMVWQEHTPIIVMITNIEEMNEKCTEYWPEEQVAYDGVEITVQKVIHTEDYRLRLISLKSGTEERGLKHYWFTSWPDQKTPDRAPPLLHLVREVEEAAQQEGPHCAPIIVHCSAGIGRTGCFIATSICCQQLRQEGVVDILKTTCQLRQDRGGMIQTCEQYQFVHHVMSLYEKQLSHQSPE
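System: STEP phosphatase, cell-free reaction; Buffer or medium: Bis-Tris pH 6.0 buffer with DTT, detergent; Incubation: 20 min at room temperature, dark; Measured by: fluorescence, 480/540 nm.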
Neddylation inh: inhibitors of cullin neddylation, primary screen, biochemical, TR-FRET, uHTS, NAE and Ubc12; calls only at 25 µM; hit rate 0.58% among 360,000; AID 651699, 2012; in the data active means inhibition above about 36%
CendR NRP1 mod: modulators of CendR peptide binding to NRP-1, primary screen, biochemical, fluorescence polarization, uHTS | Neuropilin-1 (Homo sapiens), O14786 | FAM-RPARPAR peptide binding to NRP-1 | inhibition, % at 25 µM | hit rate 0.85% among 360,000;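 active means inhibition or corrected inhibition above about 18%, plus a signal ratio from 0.5 to 1.5, limit read from the data, passing the limit was not always enough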; further: strong numbers were not always called active
NadD inh: inhibitors of S. aureus NadD, primary screen, biochemical, colorimetric, uHTS. Nicotinate-nucleotide adenylyltransferase NadD (Staphylococcus aureus N315). hit rate 0.78% among 360,000. inhibition, % at 20 µM. purified NadD enzyme, colorimetric absorbance read-out; in the data active means inhibition above about 26%; further: some compounds past the cut are filed as inactive
SKN-1 block: suppressors of acrylamide-induced Pgst-4::GFP reporter in worms, primary screen, SKN-1 inhibitor project, whole organism, uHTS, GFP/RFP fluorescence ratio, strain VP596 | C. elegans VP596 Pgst-4::GFP/RFP ratio, 24 h | inhibition, % at 21.8 µM | hit rate 0.49% among 360,000;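 active means interference check ratio from 0.5 to 1.5 plus GFP to RFP signal ratio inhibition reaching or exceeding a fixed threshold, cut at about 30% in these data, passing the limit was not always enough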; further: some compounds called inactive have numbers as strong as hits
TbMetRS inhib: T. brucei MetRS inhibitors, primary screen, biochemical, luminescence. methionyl-tRNA synthetase (Trypanosoma brucei brucei). purified T. brucei MetRS, ATP depletion, Kinase-Glo luminescence. inhibition, % at 11.9 µM. hit rate 0.4% among 360,000. AID 624268, 2012;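 active means inhibition above a per-plate cutoff of the control wells' mean inhibition plus 3 SD, cut at about 5.5% in these data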;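 further: 0% = DMSO wells median and 100% = median of wells with control inhibitor compound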
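Measured by: Kinase-Glo luciferase luminescence reporting remaining unconsumed ATP. Material: purified T. brucei MetRS enzyme. Doses: 11.9 µM compound single dose, 0.9% DMSO. Medium: HEPES buffer containing pyrophosphatase, BSA, spermine, DTT. Times: 15 min preincubation, 2 h reaction, all 25 °C. Reagent: methionine, ATP and bulk E. coli tRNA.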
Scp-1 inhibitor: Scp-1 phosphatase inhibitors, primary screen, biochemical, colorimetric, uHTS; Carboxy-terminal domain RNA polymerase II polypeptide A small phosphatase 1 (Homo …; Recombinant Scp1, phosphopeptide, malachite green phosphate absorbance; inhibition, % at 20 µM; hit rate 0.88% among 340,000; AID 493091, 2011;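 active means inhibition above about 50% at 20 µM, limit read from the data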;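 further: plate controls were DMSO wells with enzyme for no effect and wells lacking enzyme for full effect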
Target sequence (Q9GZU7 76-261 limits assumed): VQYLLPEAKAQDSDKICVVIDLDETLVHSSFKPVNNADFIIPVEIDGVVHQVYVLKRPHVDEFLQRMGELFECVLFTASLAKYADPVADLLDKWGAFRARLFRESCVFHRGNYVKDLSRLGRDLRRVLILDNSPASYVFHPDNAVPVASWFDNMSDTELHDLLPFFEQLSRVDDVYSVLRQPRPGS
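Test system: SCP-1 catalytic domain; Buffer or medium: Acidic Tris acetate buffer with magnesium and detergent; Also added: Phosphorylated 17-residue peptide substrate; Compound: single 20 µM dose, 1% DMSO; Schedule: enzyme reaction 45 min at room temperature, colour 5 min, stabilisation 30 min; Signal: Phosphate-binding colour reagent, absorbance read at 630 nm.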
SUMO1-SIM PPI: modulators of SUMO1 protein-protein interactions, primary screen, biochemical, uHTS. inhibition, % at 20 µM. SUMO1 binding to a labelled peptide, TR-FRET, 1 h. AID 602429, 2012. Small ubiquitin-related modifier 1 (Homo sapiens), P63165. hit rate 0.33% among 360,000; in the data active means inhibition above about 37%
Target sequence (P63165 whole entry, looked up): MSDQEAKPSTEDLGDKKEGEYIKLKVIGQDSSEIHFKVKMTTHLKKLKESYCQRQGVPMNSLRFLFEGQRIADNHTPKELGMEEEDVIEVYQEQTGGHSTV
LMPTP inh: LMPTP phosphatase inhibitors, primary screen, biochemical, fluorescence intensity, uHTS. inhibition, % at 20 µM. hit rate 0.22% among 360,000. AID 651560, 2012. recombinant LMPTP-A, OMFP fluorogenic substrate. Low molecular weight phosphotyrosine protein phosphatase (Homo sapiens), P24666;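 active means compounds that cut the enzyme signal by at least half of the control window in the single-dose screen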;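 further: plate controls were DMSO wells with enzyme plus substrate for no effect and substrate without enzyme for full effect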
Target sequence (P24666 whole entry, looked up): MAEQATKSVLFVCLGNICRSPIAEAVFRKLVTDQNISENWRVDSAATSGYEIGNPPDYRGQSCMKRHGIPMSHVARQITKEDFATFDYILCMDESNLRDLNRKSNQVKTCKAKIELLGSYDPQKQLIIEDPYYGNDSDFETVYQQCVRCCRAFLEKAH
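test system = LMPTP-A | amount = 0.625 nM LMPTP-A final | reagent = fluorogenic phosphatase substrate OMFP at 400 µM final | incubation = 50 min at room temperature | benchmarks = no-enzyme low control, uninhibited high control | medium = Bis-Tris pH 6.0, DTT, detergent | signal = fluorescence intensity of OMFP turnover product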
DNMT1 block: human DNMT1 methyltransferase inhibitors, primary screen, biochemical, molecular beacon, fluorescence, HinP1I cleavage, uHTS. DNA (cytosine-5)-methyltransferase 1 (Homo sapiens), P26358. inhibition (reported as % activation of signal), % at 10 µM. hit rate 0.83% among 360,000; in the data active means inhibition above about 50%
* hit, by the source's call; i = inactive; nt = not tested or not shown.

SMILES | STEP inh | Neddylation inh | CendR NRP1 mod | NadD inh | SKN-1 block | TbMetRS inhib | Scp-1 inhibitor | SUMO1-SIM PPI | LMPTP inh | DNMT1 block
CCCCC(=O)NC(c1ccc(Cl)cc1Cl)c1ccc2cccnc2c1O (stereo unspecified) | 0 | i | -1 | 11 | -4 | 0.1 | -12 | -7 | -1.6 | 2
CN(Cc1ccc(Cl)c(Cl)c1)C(=O)CN1C(=O)NC2(CCCC2)C1=O | -1 | i | 2 | -5 | 1 | -0.3 | -2 | 0 | 0.0 | 3
CC1CCc2c(sc(NC(=O)c3ccc(Cn4cc(Br)cn4)o3)c2C(N)=O)C1 (stereo unspecified) | 2 | nt | -28 | 24 | 7 | -1.4 | -2 | 3 | -0.2 | 49
CCOc1ccccc1C(c1c(O)nc(SC)[nH]c1=O)c1c(O)nc(SC)[nH]c1=O | -2 | i | 2 | -4 | 2 | 0.1 | -8 | 11 | -0.9 | -2
O=c1[nH]c2ccccc2n1Cc1ccccc1 | 2 | i | 3 | 0 | 8 | 0.4 | -9 | 9 | 0.7 | -1
O=C(CS(=O)(=O)c1ccccc1)Nc1nccs1 | -1 | i | -9 | -3 | 7 | -0.6 | -3 | 0 | -1.6 | 0
CCC(=O)N(CC(=O)Nc1sc(C)c(C)c1C(N)=O)Cc1ccc(F)cc1 | 1 | i | -6 | -3 | -4 | -0.3 | -8 | -11 | -0.6 | -4
CCCCN(C(=O)Cc1ccc(S(=O)(=O)N2CCOCC2)s1)c1c(N)n(CC(C)C)c(=O)[nH]c1=O | 2 | i | -17 | -4 | -18 | -0.6 | 8 | 1 | 0.7 | 9
CCOc1ccc(Br)cc1S(=O)(=O)Nc1ccc(C(=O)OC(C)C(=O)N(C)c2ccccc2)cc1 (stereo unspecified) | -2 | i | -2 | 14 | 6 | 0.5 | -16 | 2 | 2.0 | -20
O=C(Cc1ccc(NC(=O)C2CCCN(C(=O)CCc3ccccc3)C2)cc1)Nc1ccc(C(=O)N2CCOCC2)cc1 (stereo unspecified) | -1 | i | 0 | 6 | 2 | 0.3 | -8 | 1 | -0.8 | 6
CCOC(=O)Cc1csc(NC(=O)C(C)(C)CC)n1 | 0 | i | 3 | -4 | 5 | -0.1 | -1 | -4 | 0.1 | -1
Cc1cc(C)c(S(=O)(=O)NN=C2c3ccccc3[C@H]3Cc4csc[n+]4[C@@H]23)c(C)c1 | nt | i | -13 | 44* | -10 | 0.3 | nt | 3 | 2.4 | nt
Cc1cc(NC(=O)CSCCc2ccncc2)no1 | -2 | i | 5 | -4 | -4 | 0.1 | -10 | 11 | -0.7 | -2
COc1cc(OC)cc(C(=O)NC(C(=O)NNC(=O)c2ccc(C)cc2)C(C)C)c1 (stereo unspecified) | 4 | i | -3 | 4 | -11 | -0.1 | -4 | 1 | 0.8 | 3
O=C(c1cccc(F)c1)N1CCN(Cc2ccco2)CC1 | -1 | i | 4 | -1 | 10 | 0.0 | -8 | 2 | -4.4 | 0
O=c1cc(CNC2CCCCC2)c2ccccc2[nH]1 | -2 | i | 4 | 0 | -5 | 0.0 | -8 | -1 | -1.1 | 2
Cc1nc(Cl)cc(CS(=O)(=O)c2ccc(Cl)cc2)n1 | 0 | i | 19 | -7 | 0 | 0.1 | -7 | 1 | -0.5 | 0
CCc1nc(SCC(=O)NC2CC2)c2c(C)c(C)sc2n1 | 0 | i | -1 | 3 | 8 | -0.4 | -5 | 4 | 0.2 | 2
O=C(c1ccccc1)N(CCCn1ccnc1)C(c1ccccc1)c1nc2ccccc2[nH]1 (stereo unspecified) | 1 | i | 5 | -3 | -8 | 0.0 | nt | -6 | -2.7 | 7
CC1(C(=O)Nc2cccc(NS(C)(=O)=O)c2)CCN1Cc1ccccc1OC(F)F (stereo unspecified) | 0 | i | -1 | 1 | 21 | -0.3 | nt | 6 | -2.5 | -2

Part of the list above in order of formula weight, low to high:
SMILES | STEP inh | Neddylation inh | CendR NRP1 mod | NadD inh | SKN-1 block | TbMetRS inhib | Scp-1 inhibitor | SUMO1-SIM PPI | LMPTP inh | DNMT1 block
CN(Cc1ccc(Cl)c(Cl)c1)C(=O)CN1C(=O)NC2(CCCC2)C1=O | -1 | i | 2 | -5 | 1 | -0.3 | -2 | 0 | 0.0 | 3
Cc1cc(C)c(S(=O)(=O)NN=C2c3ccccc3[C@H]3Cc4csc[n+]4[C@@H]23)c(C)c1 | nt | i | -13 | 44* | -10 | 0.3 | nt | 3 | 2.4 | nt
CC1CCc2c(sc(NC(=O)c3ccc(Cn4cc(Br)cn4)o3)c2C(N)=O)C1 (stereo unspecified) | 2 | nt | -28 | 24 | 7 | -1.4 | -2 | 3 | -0.2 | 49

Retrieved one by one from the list above, 5 records:
SMILES | STEP inh | Neddylation inh | CendR NRP1 mod | NadD inh | SKN-1 block | TbMetRS inhib | Scp-1 inhibitor | SUMO1-SIM PPI | LMPTP inh | DNMT1 block
CCc1nc(SCC(=O)NC2CC2)c2c(C)c(C)sc2n1 | 0 | i | -1 | 3 | 8 | -0.4 | -5 | 4 | 0.2 | 2
Cc1cc(C)c(S(=O)(=O)NN=C2c3ccccc3[C@H]3Cc4csc[n+]4[C@@H]23)c(C)c1 | nt | i | -13 | 44* | -10 | 0.3 | nt | 3 | 2.4 | nt
O=C(c1ccccc1)N(CCCn1ccnc1)C(c1ccccc1)c1nc2ccccc2[nH]1 (stereo unspecified) | 1 | i | 5 | -3 | -8 | 0.0 | nt | -6 | -2.7 | 7
CC1(C(=O)Nc2cccc(NS(C)(=O)=O)c2)CCN1Cc1ccccc1OC(F)F (stereo unspecified) | 0 | i | -1 | 1 | 21 | -0.3 | nt | 6 | -2.5 | -2
Cc1nc(Cl)cc(CS(=O)(=O)c2ccc(Cl)cc2)n1 | 0 | i | 19 | -7 | 0 | 0.1 | -7 | 1 | -0.5 | 0

New compounds follow.
SMILES | STEP inh | Neddylation inh | CendR NRP1 mod | NadD inh | SKN-1 block | TbMetRS inhib | Scp-1 inhibitor | SUMO1-SIM PPI | LMPTP inh | DNMT1 block
CCOc1ccc(C2c3[nH]c4ccccc4c3CCN2C(=O)Cn2cncn2)cc1 (stereo unspecified) | -3 | i | -2 | 6 | -1 | -0.6 | 1 | -1 | -0.4 | 0
COc1cc(NC(=O)Nc2cccc(Cl)c2)c(OC)cc1NC(=O)CN1CCCCC1 | -6 | i | 19 | 15 | 4 | -0.6 | -3 | 4 | -0.5 | -10
N#Cc1ccc(OC(=O)Cc2ccsc2)cc1 | 1 | i | -3 | 2 | 10 | -0.2 | -10 | 8 | -1.8 | -1
COC(=O)c1sccc1NC(=S)N1CCCC(C)C1 (stereo unspecified) | 0 | i | 2 | -5 | 8 | -0.9 | 0 | 0 | -0.4 | 1
O=C(NC1CC2CCCC(C1)N2C(=O)Nc1ccccc1)C1CC1 (stereo unspecified) | 1 | i | -5 | -5 | 8 | -0.6 | -4 | 1 | -1.5 | 7
C=C(C)CN1C(=O)C2(OCCO2)c2cc(Br)ccc21 | -1 | i | 13 | -8 | 9 | -0.8 | -14 | 5 | 1.2 | 1
Cc1cc(C)n2nc(C(=O)OCC(=O)c3cc(C)n(C)c3C)nc2n1 | 1 | i | 6 | -1 | -17 | 0.4 | 52* | 0 | 0.8 | 26
COC(=O)C1=C(C)NC(C)=C(C(=O)OC)C1C(=O)OCc1nc2cc(C(=O)OC)ccc2c(=O)[nH]1 | -2 | i | 9 | 1 | 13 | -0.4 | -6 | 1 | -0.7 | 2
COCCOC(=O)C1=C(C)N=C2SCCC(=O)N2C1c1ccc(OC(=O)c2ccco2)cc1 (stereo unspecified) | 5 | i | -16 | 4 | 23 | -0.1 | -3 | 2 | 0.7 | 2
O=C(NCc1ccccn1)c1cccc(NS(=O)(=O)c2ccc(Br)cc2)c1 | -2 | i | -11 | -4 | -18 | -0.3 | -7 | 2 | -0.5 | -2
COc1ccc(NC(=S)N2CCC(NC(=O)c3cccc(F)c3)CC2)cc1 | 4 | i | 0 | 4 | -2 | -0.5 | 12 | 5 | 1.1 | 31
COc1ccc(-c2[nH][nH]c(=O)c2NC(=O)c2ccc(C)cc2)cc1 | 1 | i | 4 | 0 | 16 | 0.2 | nt | 3 | 0.9 | -17
Cc1ccc(S(=O)(=O)N2CN(CC3CCCO3)c3nc4ccccc4nc32)cc1 (stereo unspecified) | -1 | i | -13 | 0 | -3 | 0.0 | -6 | -5 | 0.1 | 1
CCCN(CCC)CCCNC(=O)CC(C(=O)N1CCc2ccccc21)n1ccnc1 (stereo unspecified) | 17 | i | -4 | -2 | -6 | -0.2 | 7 | 0 | -2.1 | -1
COc1cccc(-c2cnc(C(O)c3ccccc3OC)[nH]2)c1 (stereo unspecified) | -2 | i | -1 | -6 | 16 | 0.2 | nt | -1 | -1.5 | 1
Nn1c(COc2ccc(Cl)cc2)nc2ccccc2c1=O | -3 | i | 7 | 2 | -6 | -1.2 | -2 | -2 | -0.4 | 3
O=C(NCc1ccco1)C(=O)NCC1OCCN1S(=O)(=O)c1ccc(F)cc1 (stereo unspecified) | 4 | i | -1 | -4 | 6 | -0.1 | -1 | -1 | -2.0 | 3
COc1cc2c(cc1OC)CN(C(=O)c1cc(S(=O)(=O)N3CCOCC3)ccc1C)CC2 | 0 | i | 5 | 2 | 11 | -0.5 | 2 | 2 | -1.0 | -1
O=C(/C=C/c1ccccc1)OCN1C(=O)c2ccccc2C1=O | 2 | i | 4 | -11 | 8 | -0.1 | -9 | -18 | 1.1 | 1
CCN(C(=O)COC(=O)COc1ccc2c(c1)CCC2)c1c(N)n(Cc2ccccc2)c(=O)[nH]c1=O | 0 | i | -2 | 3 | -9 | -0.5 | -2 | 2 | -1.4 | 0

Bioassay records deposited in PubChem BioAssay by several laboratories.
